HP1b binding inh = blocks HP1-beta chromodomain binding to methylated histone tails | P83916 | AID 540317 | actives 0.56% (n = 390,000) | Potency, µM (highest dose often 114 µM), inactives show at the top dose activity change, negative = inhibition, most hits filed as inhibitors | AlphaScreen HP1-beta / biotin-H3K9me3 peptide binding; also: potency is read from the fitted curve at half-maximal effect; nearly all actives have a fitted effect of over 70% in size; inactives centre near 23
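HP1-beta protein (50 nM final) preincubated 30 min at room temperature with biotinylated H3(1-18)K9me3 peptide (50 nM) in PBS pH 7.4, 0.01% Tween-20, then compound added for 30 min. AlphaScreen streptavidin donor/nickel chelate acceptor beads (10 ug/mL final), 30 min dark, luminescence read.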
12-LOX inh = inhibitors of human 12S-lipoxygenase ALOX12; Potency, µM (titrated, usually from 108 µM), for the others: at the top dose activity change, negative = inhibition, hits mostly inhibitors; actives 1.1% (n = 580,000); purified 12hLO, xylenol orange hydroperoxide absorbance; P18054; also: potency is read from the fitted curve at half-maximal effect; % is scaled to controls: 0 for no effect and ±100 for the full control effect
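Hydroperoxide product was detected by ferrous iron/xylenol orange as the 573 to 405 nm absorbance ratio. Arachidonic acid at 40 uM (final) was turned over for 30 min at room temperature by 150 nM human 12hLO, pH 7.0 Hepes buffer, after 15 min compound preincubation.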
RGS4 inhibitor = inhibitors of human regulator of G protein signaling 4; Transcreener GDP fluorescence polarization, RGS4-accelerated GTP hydrolysis; Potency, µM (titrated, usually from 114 µM), for the others: top-dose activity change, negative = inhibition, actives largely listed as inhibitors; actives 0.039% (n = 390,000); also: potency is read from the fitted curve at half-maximal effect; % is scaled to controls: 0 for no effect and ±100 for the full control effect; nearly all actives have a fitted effect of over 75% in size; some results filed as inactive show a strong effect at the top dose
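MLSMR compounds (23 nl, pin-transferred) preincubated 10 min at room temperature with a 500nM (2x) first reagent, then RGS4 at 900nM (2x) plus Transcreener GDP mix added; fluorescence polarization (620/688 nm) read before and after 90 min at 30 °C.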
BAZ2B block = BAZ2B (human) inhibition; Q9UIF8; AlphaScreen BAZ2B-H3K14Ac peptide displacement; Potency, µM (doses to about 114 µM), inactives show top-dose activity change, negative = inhibition, usual class: inhibitors; actives 4.4% (n = 360,000); AID 504333; also: potency is read from the fitted curve at half-maximal effect; % is scaled to controls: 0 for no effect and ±100 for the full control effect; nearly all actives have a fitted effect of over 60% in size
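AlphaScreen luminescence quantifies BAZ2B engagement of H3K14Ac peptide; the protein and biotinylated peptide are both at 50 nM final, buffer PBS pH 7.4 with 0.01% Tween-20, all steps at room temperature.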
ERG-DNA inh = inhibitors of human ERG Ets domain-DNA interaction | fluorescence polarization, His-ERG Ets domain / labelled DNA | Potency, µM (titrated, usually from 76.9 µM), inactives show at the top dose FP activity, negative = inhibition, usual class: inhibitors | actives 0.028% (n = 370,000); active = well fitted inhibition curve with a large enough effect in the polarisation, with a control signal flat; inconclusive = small, poorly fitted or top-dose-only effect, or effect the other way, or a change in a side signal; inactive = no such curve, though single readings can be large or run the other way; the % refers to the polarisation;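 also: polarization taken with two DNA probes labelled with fluorescein and Texas red; potency is read from the fitted curve at half-maximal effect; % of control where 0% means no effect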
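His-tagged ERG Ets domain (1 uM in the protein solution; 300mM KCl, 50mM Tris-HCl, 1mM EDTA, 1mM DTT, pH 7.5) received compound, then a probe mix of 5 nM fluorescein-DNA and 100nM Texas-615-DNA. Fluorescence polarization was read for both dyes.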
G9a block = G9a (human) methyltransferase inhibition | actives 8.8% (n = 350,000) | Q96KQ7 | Potency, µM (series often up to 102 µM), for inactives: at the top dose activity, negative = inhibition, usual class: inhibitors | G9a H3K9 monomethylation, AlphaScreen, 2 h | AID 504332; also: potency is read from the fitted curve at half-maximal effect; % is scaled to controls: 0 for no effect and ±100 for the full control effect; nearly all actives have a fitted effect of over 75% in size
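Signal arises when biotinylated H3K9 peptide, once monomethylated, bridges streptavidin donor and antibody-captured acceptor beads. Enzyme at 20 nM was preincubated 15 min with test compounds; peptide 500 nM and SAM 20 uM then reacted for 2 h.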
PI4K2A block = blocks human PI4K2A kinase activity | Q9BTU6 | purified PI4K2A, ADP-Glo luminescence, 1 h; hits give low values | activity change, negative = inhibition, % at 76.9 µM | actives 0.13% (n = 420,000); in the data active = activity change below about -50%; inconclusive = mostly about -30% to -49%;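 also: -100% = wells without enzyme as full effect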
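Compounds are screened against recombinant PI4K2A using PI as substrate and ATP, the latter dispensed at 300 microM. Reactions run one hour at ambient temperature before ADP-Glo detection; full inhibition defined by wells lacking enzyme.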
GLS inh = blocks human kidney-isoform glutaminase activity. O94925. GLS enzymatic activity, qHTS titration. Potency, µM (highest dose often 45.5 µM), for inactives: top-dose activity change, negative = inhibition, hits mostly inhibitors. actives 0.21% (n = 410,000). AID 624170; also: potency is read from the fitted curve at half-maximal effect; % is scaled to controls: 0 for no effect and ±100 for the full control effect
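Enzyme dispensed in phosphate buffer (45 mM, pH 8.2, 0.02% Tween-20), compounds pinned in, then 1 mM L-glutamine solution and the glutamate oxidase–HRP–Amplex Red mix added; fluorescence read immediately and again after 30 min at room temperature.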
JMJD2A Tudor = JMJD2A Tudor domain (human) inhibition | actives 4.4% (n = 390,000) | Potency, µM (top dose mostly 114 µM), for the others: at the top dose activity change, negative = inhibition, usual class: inhibitors | AID 504339 | O75164 | AlphaScreen JMJD2A-Tudor / H3K4me3 peptide binding; also: potency is read from the fitted curve at half-maximal effect; % is scaled to controls: 0 for no effect and ±100 for the full control effect; nearly all actives have a fitted effect of over 50% in size
Target sequence (O75164 whole entry, looked up, the tested form may be a part): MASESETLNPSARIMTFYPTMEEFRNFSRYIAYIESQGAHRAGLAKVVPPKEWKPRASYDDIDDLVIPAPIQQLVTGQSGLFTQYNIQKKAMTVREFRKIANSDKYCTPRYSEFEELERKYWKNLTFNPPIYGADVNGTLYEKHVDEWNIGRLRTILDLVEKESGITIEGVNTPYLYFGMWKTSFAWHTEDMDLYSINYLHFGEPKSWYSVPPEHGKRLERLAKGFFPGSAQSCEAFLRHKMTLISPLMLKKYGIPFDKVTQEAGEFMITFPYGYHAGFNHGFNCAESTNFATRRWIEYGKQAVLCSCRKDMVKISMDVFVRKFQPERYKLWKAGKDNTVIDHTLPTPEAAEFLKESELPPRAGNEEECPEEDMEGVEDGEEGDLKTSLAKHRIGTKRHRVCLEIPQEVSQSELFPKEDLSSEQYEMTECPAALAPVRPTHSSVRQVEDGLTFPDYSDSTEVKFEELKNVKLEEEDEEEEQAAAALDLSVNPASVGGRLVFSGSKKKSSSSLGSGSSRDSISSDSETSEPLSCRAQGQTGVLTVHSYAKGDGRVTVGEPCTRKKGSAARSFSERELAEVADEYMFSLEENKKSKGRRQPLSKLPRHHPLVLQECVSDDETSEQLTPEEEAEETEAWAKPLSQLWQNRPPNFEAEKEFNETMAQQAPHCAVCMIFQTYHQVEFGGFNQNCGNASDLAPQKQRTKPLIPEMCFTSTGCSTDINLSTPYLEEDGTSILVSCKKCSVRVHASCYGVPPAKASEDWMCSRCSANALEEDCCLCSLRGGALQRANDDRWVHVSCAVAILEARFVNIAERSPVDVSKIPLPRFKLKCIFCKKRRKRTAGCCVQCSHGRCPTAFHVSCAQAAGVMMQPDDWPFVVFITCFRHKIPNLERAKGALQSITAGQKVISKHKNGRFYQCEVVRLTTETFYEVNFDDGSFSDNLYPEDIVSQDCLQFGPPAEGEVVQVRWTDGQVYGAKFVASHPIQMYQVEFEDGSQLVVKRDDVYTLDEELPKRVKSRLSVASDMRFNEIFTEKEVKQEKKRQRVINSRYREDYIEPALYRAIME
The depositor's hits bear a star; ? = inconclusive; . = not tested or not shown; [ ] = another dose, or the depositor's remark. Unless noted, calls follow the shape of the dose curve; as a rule, active = well fitted curve in the direction sought with a large enough effect; inconclusive = small, poorly fitted or top-dose-only effect, or another doubt; inactive = no such curve, though single readings can be large; an effect the other way counts as inactive or inconclusive. The list is partial (hit frequency here may not be typical).

SMILES	HP1b binding inh	12-LOX inh	RGS4 inhibitor	BAZ2B block	ERG-DNA inh	G9a block	PI4K2A block	GLS inh	JMJD2A Tudor
CCN(CC(=O)NCCc1ccc(S(N)(=O)=O)cc1)Cc1nc2cc(OC)c(OC)cc2c(=O)[nH]1	36%[activator]	-2%	8%	2%	0%	?	7	9%	-1%
CCOC(=O)c1cc2c(ccn2-c2ccc(F)cc2)n1CC(=O)N(CC)CC	-9%	?	-18%[56.9 µM]	?	-7%	?	3	11%	?
COc1ccc(CNC(=O)CCn2c(=O)[nH]c3ccccc3c2=O)cc1	14%	-1%	26%	1%	-1%	24%	1	1%	4%
CC(O)CNc1nc2sc3c(c2c(=O)n1Cc1ccco1)CCCCC3 (stereo not drawn)	10%	8%	-5%	-5%	-1%	.	22	-5%	-20%
COc1cc(NS(=O)(=O)c2ccc(NC(=O)c3cccnc3)cc2)ncn1	41%[activator]	461%[activator]	-10%	-2%	8%	4%	-15	-2%	-14%
O=C(C[n+]1ccccc1)N/N=C/c1cccc(Cl)c1Cl	38%	?	19%	-26%	-14%	-9%	4	2%	-14%
COCCCNC(=S)N/N=C/c1ccc(OC)cc1	21%	?	-22%	-3%	5%	.	-3	-2%	-10%
CC(=O)N(c1ccccc1)C1CCCC1	37%	-12%	20%	-13%	9%	3%	-1	2%	1%
CCc1ncc(CN2CCCC(C(=O)Nc3ccc(-c4cscn4)cc3)C2)cn1 (stereo not drawn)	26%	-9%	13%	-12%	6%	.	7	4%	-18%
O=C1CSC(c2cn(-c3ccccc3)nc2-c2ccc3c(c2)OCCO3)N1CCN1CCOCC1 (stereo not drawn)	-3%	?	-11%	-31%	1%	?	9	4%	?
Cn1c(=O)n(C)c2cc([N+](=O)[O-])c(N3CCN(C(=O)c4ccc(Cl)cc4)CC3)cc21	47%[activator]	0%	-27%	-7%	.	-6%	-12	-12%	-3%
Cc1ccccc1NC(=O)c1cnc2ccccn2c1=O	27%	25%	2%	-38%	-15%	14%[59 µM]	-1	0%	-10%

Record cards (already shown). Values in the order: HP1b binding inh	12-LOX inh	RGS4 inhibitor	BAZ2B block	ERG-DNA inh	G9a block	PI4K2A block	GLS inh	JMJD2A Tudor
`CC(O)CNc1nc2sc3c(c2c(=O)n1Cc1ccco1)CCCCC3` (stereo not drawn) as listed: 10%	8%	-5%	-5%	-1%	.	22	-5%	-20%
`O=C(C[n+]1ccccc1)N/N=C/c1cccc(Cl)c1Cl` as listed: 38%	?	19%	-26%	-14%	-9%	4	2%	-14%
`COc1ccc(CNC(=O)CCn2c(=O)[nH]c3ccccc3c2=O)cc1` as listed: 14%	-1%	26%	1%	-1%	24%	1	1%	4%
`COc1cc(NS(=O)(=O)c2ccc(NC(=O)c3cccnc3)cc2)ncn1` as listed: 41%[activator]	461%[activator]	-10%	-2%	8%	4%	-15	-2%	-14%
`CCOC(=O)c1cc2c(ccn2-c2ccc(F)cc2)n1CC(=O)N(CC)CC` as listed: -9%	?	-18%[56.9 µM]	?	-7%	?	3	11%	?

(more compounds)
SMILES	HP1b binding inh	12-LOX inh	RGS4 inhibitor	BAZ2B block	ERG-DNA inh	G9a block	PI4K2A block	GLS inh	JMJD2A Tudor
CC(c1nnc(Sc2nnnn2-c2ccccc2)n1-c1ccc(F)cc1)N(C)C (stereo not drawn)	37%	-10%	-44%	-23%	4%	?	8	3%	-5%
CCN1CCN(CCCNC(=O)Cn2cc3c(n2)CCCC3)CC1	43%[activator]	311%[activator]	9%	63%[activator]	21%	-21%	2	0%	-13%
COCCNC(=O)C(c1ccc(F)cc1)N(C(=O)CCC(=O)Nc1ccccn1)c1cccc(C)c1 (stereo not drawn)	?	-2%	-2%	-1%	-5%	15%	-20	2%	-17%
O=C(NC1CCCCC1)c1ccc(-n2cnnn2)cc1	-2%	-6%	8%[11.4 µM]	9%	-9%	-3%	-1	-3%	-17%[11.4 µM]
CCOc1cc(NS(=O)(=O)c2ccc(Cl)cc2)c(OCC)cc1NC(=O)CC(C)C	14%	?	-20%	-3%	11%	-36%[59 µM]	1	19%	-34%
CCOC(=O)C(C(=O)OCC)C(C)C#CCN1CCCCC1 (stereo not drawn)	45%[activator]	-3%	10%	-3%	-12%	2%[59 µM]	1	0%	-3%
Cc1ccc(S(=O)(=O)c2ccccc2)cc1S(=O)(=O)N1CCOCC1	15%	-1%	12%	4%	-4%	9%[59 µM]	0	-2%	-16%
O=C(CSc1nncn1-c1ccccc1)N1CCCC1	19%	-21%	26%	8%	17%	9%	-1	-16%	-3%
COc1cc(-n2c(C)nc3cc(C(=O)N4CCOCC4)ccc32)cc(OC)c1OC	21%	0%	-25%	8%	0%	-34%[59 µM]	-2	5%	-11%
CCc1nnc(NC(=O)CSC(=S)N2CCOCC2)s1	31%	-9%	-12%	-4%	-5%	4%	-1	7%	10%
CN[C@H]1CCc2cc(OC)c(OC)c(OC)c2-c2ccc(OC)c(=O)cc21	26%	-9%	-7%	.	0%	.	-2	-3%	6%
COc1cc(NC(=O)CSc2ccc(-c3ccco3)nn2)cc(OC)c1	29%	-6%	?	-38%	-4%	?	-18	0%	-32%
Cc1ccccc1OCC(=O)NC1CCCCCCC1	40%[activator]	-1%	17%	23%	10%	111%[activator]	2	0%	40%[activator]
CC1(C)CC(NC(=O)c2ccc(-c3ccc([N+](=O)[O-])cc3)o2)CC(C)(C)N1	16%	-13%	0%	-33%	3%	45µM*	-2	1%	-32%
Cc1ccc(C(=O)NC(=S)NNC(=O)COc2ccc([N+](=O)[O-])cc2)cc1	-19%	?	?	3%	0%	3.5µM*	-1	-5%	25µM*
COc1ccc(OC)c2sc(N3CCc4ccccc4C3)nc12	-16%	-16%	-13%	-19%	-5%	?	6	0%	?
Cc1cccc(OCC(=O)NCCN2CCOCC2)c1	39%	9%	6%	?	2%	-33%[59 µM]	-2	6%	-6%
Cc1cc(C)nc(N2CCC(C(=O)NCc3cccc(C(F)(F)F)c3)CC2)n1	18%	1%	3%	5%	-6%	-2%[12.7 µM]	13	-4%	15%
CCN1CCN(CCCNC(=O)c2ccc3nc(Cc4ccc(OC)cc4)oc3c2)CC1	10%[57 µM]	?	22%	-8%	-11%	-5%[59 µM]	-2	5%	-14%
CC(C)[C@H](NC(=O)c1ccccc1)C(=O)NC1=NCCS1	18%	-11%	6%	.	3%	.	-2	-3%	-4%
C[C@H](CO)N1C[C@H](C)[C@@H](CN(C)S(=O)(=O)c2cccs2)Oc2ccc(NC(=O)c3ccncc3)cc2C1=O	39%[activator]	-11%	5%	.	14%	.	-8	-12%	-10%
COc1cc(SC)ccc1C(=O)OCc1nc2ccsc2c(=O)[nH]1	6%	-1%	4%	12%	-5%	9%[0.501 µM]	-3	-3%	-10%
CCOc1ccc(CNC(=O)CSc2nnc(C)c3c(C)n(-c4ccc(Cl)cc4)nc23)cc1	39%	-21%	-22%	1%	-1%	?	3	-5%	-8%
CCOC(=O)c1c(CN2CCN(C)CC2)oc2ccc(OC)cc12	19%	?	15%	79µM*	-14%	?	-10	18%	?

Individual results from the list.
Cc1cc(C)nc(N2CCC(C(=O)NCc3cccc(C(F)(F)F)c3)CC2)n1 – HP1b binding inh = 18%
CCN1CCN(CCCNC(=O)Cn2cc3c(n2)CCCC3)CC1 – HP1b binding inh = 43%[activator]

Continued:
SMILES	HP1b binding inh	12-LOX inh	RGS4 inhibitor	BAZ2B block	ERG-DNA inh	G9a block	PI4K2A block	GLS inh	JMJD2A Tudor
CCOC(=O)C1CCCN(S(=O)(=O)c2ccc3[nH]c(=O)ccc3c2)C1 (stereo not drawn)	29%[57 µM]	-20%	3%	1%	4%	13%[59 µM]	-1	0%	-2%
COC(=O)c1ccc(Cl)cc1N(Cc1c(F)cccc1Cl)S(C)(=O)=O	59%[activator]	166%[activator]	-29%	-2%	-2%	3%	8	-2%	1%
O=C(CSC(=S)N1CCOCC1)Nc1nccs1	51%[activator]	-3%	-11%	0%	8%	0%	1	0%	4%
COc1ccc(CCC(=O)NC2CC(=O)N(c3ccc(OC)cc3)C2)cc1 (stereo not drawn)	27%	-15%	2%	8%	0%	44%[59 µM]	1	8%	-12%
CCN1C(=O)C(NC(C)=O)c2cc(OC)ccc21 (stereo not drawn)	48%[activator]	1%	-11%	2%	-1%	50µM*	5	14%	3%
O=C(CSc1ccccc1)Nc1ccc2c(c1)OCO2	13%	?	10%	0%	22%	3%	-3	-1%	1%
Cc1noc(C)c1NC(=O)N(C)C[C@@H]1Oc2c(NC(=O)c3ccncc3)cccc2C(=O)N([C@H](C)CO)C[C@@H]1C	4%	?	-24%	.	2%	.	-7	?	35µM*
CNC(=O)c1c(NC(=O)C2=COCCO2)sc2c1CCC(C)C2 (stereo not drawn)	18%	8%	-15%	-12%	9%	?	-7	1%	4%

Screens (PubChem)
